hcGAS inh: human cGAS inhibition | Q8N884 | 0.081% of 290,000 active | recombinant h-cGAS, ATP depletion, Kinase-Glo luminescence | inhibition, % at 12.5 µM;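 note: 0% = vehicle reaction and 100% = reaction without DNA for no activity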
Target sequence (Q8N884 whole entry, looked up): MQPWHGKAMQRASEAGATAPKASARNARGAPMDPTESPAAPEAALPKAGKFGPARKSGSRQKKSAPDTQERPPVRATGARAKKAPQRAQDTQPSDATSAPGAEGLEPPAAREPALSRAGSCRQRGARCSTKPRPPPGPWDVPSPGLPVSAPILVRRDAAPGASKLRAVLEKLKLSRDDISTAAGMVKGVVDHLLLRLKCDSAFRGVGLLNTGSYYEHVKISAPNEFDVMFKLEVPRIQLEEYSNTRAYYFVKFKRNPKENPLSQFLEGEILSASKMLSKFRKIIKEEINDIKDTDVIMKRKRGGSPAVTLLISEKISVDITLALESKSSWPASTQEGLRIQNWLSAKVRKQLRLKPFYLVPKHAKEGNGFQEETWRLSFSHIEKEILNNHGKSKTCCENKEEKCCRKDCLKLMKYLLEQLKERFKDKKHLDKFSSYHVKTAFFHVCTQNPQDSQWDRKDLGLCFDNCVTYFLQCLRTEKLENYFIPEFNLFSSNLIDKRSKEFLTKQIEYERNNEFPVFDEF
mcGAS lum: mouse cGAS inhibition by luminescence | 0.15% of 160,000 active | recombinant cGAS, Kinase-Glo ATP depletion luminescence | inhibition, % at 12.5 µM | Q8C6L5 | AID 1259399;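 note: 0% = negative control wells and 100% = reference inhibitor with no enzyme activity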
NPYLR7 ag: mosquito NPYLR7 agonism | AID 1259423 | 0.15% of 270,000 active | HEK293T NPYLR7/Galpha15, GCaMP6s calcium fluorescence | activation, % at 10 µM; in the data active = activation above about 40%;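 note: 0% = vehicle and 100% = reference agonist at the receptor; some compounds past the cut are filed as inactive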
Numbers without * were called inactive; . = not tested or not shown; & = joins results of further samples. Cut-off read from the data, not from the text of the source, unless noted: active = inhibition above about 40%; inactive = the rest.

#1 O=C(Cc1ccccc1)N1CCCC1c1ccncc1 (stereo unspecified)
#2 O=C(c1cccc(OC(F)F)c1)N1CCOC(COc2ccc(F)cc2)C1 (stereo unspecified)
#3 CCCNC(=O)C1(C)CCN1C(=O)C/C=C/c1ccccc1 (stereo unspecified)
#4 O=C(c1cccs1)C1CCCN(Cc2nc(COc3ccccc3)no2)C1 (stereo unspecified)
#5 CCCCN1C(=O)C(=O)N(CC(=O)c2cc(C)n(C3CC3)c2C)C1=O

assay / compound,1,2,3,4,5
hcGAS inh,-2.3,-2.4,-6.9,-4.6&2.0,1.7
mcGAS lum,-2.3,.,-6.4,.,.
NPYLR7 ag,11.1,25.0,7.2,-3.0&1.5,-1.6

#6 COC(=O)c1ccc(Nc2ncnc3c2nnn3C)cc1
#7 Cc1ccc2nc(-c3cccc(F)c3)c(NC3CCCCC3)n2c1
#8 CC(C)C(C(=O)O)c1cccc(Cl)c1 (stereo unspecified)
#9 CCC(=O)Nc1cc(C)nn1-c1ncnc2c1cnn2-c1ccc(C)cc1C
#10 Cc1ccsc1-c1cccc(NC(=O)NCC(C)(C)C(N)=O)c1

assay / compound,6,7,8,9,10
hcGAS inh,-3.4,3.3,-6.8,-3.1,-9.6
mcGAS lum,.,-1.8,-14.4,-2.0,-11.6
NPYLR7 ag,10.3,-12.7,-6.3,0.6,8.9

#11 CN(Cc1cc(-c2ccncc2)no1)Cc1cc(F)ccc1-n1cccn1
#12 COCCNC(=O)CCN(Cc1ccco1)c1nc(-c2ccc(OC)cc2)nc2ccccc12
#13 COc1cccc(CCNC(=O)CCn2cc([N+](=O)[O-])nc2C)c1OC
#14 COc1ccc(CNC(=O)CCC2CCCN(Cc3ccc4nonc4c3)C2)c(OC)c1 (stereo unspecified)
#15 CC(=O)N1C[C@@H]2CCCN3CCC[C@@H]([C@H]23)[C@H]1CCCC(=O)N1CCNC(=O)C1

assay / compound,11,12,13,14,15
hcGAS inh,-6.0,-3.3,-3.5,-5.0,-1.4
mcGAS lum,-17.2,-3.0,.,-8.4,-3.4
NPYLR7 ag,3.5,-22.5,6.0,-4.0,.

#16 CCCN(Cc1ccccc1)C(=O)c1ccc(C(=O)OC)cn1
#17 CC(=O)OCC1=C(C(=O)O)N2C(=O)C(NC(=O)Cc3ccccc3)C2SC1 (stereo unspecified)
#18 COCCn1c(SCC(=O)N2CCCc3ccccc32)nc2c(c1=O)SC(C)C2 (stereo unspecified)
#19 O=C(NCCCn1ccnc1)c1ccc(Cc2ccccc2)o1
#20 Cc1sc2ncnc(N3Cc4cnc(CC(C)C)nc4C3)c2c1C

assay / compound,16,17,18,19,20
hcGAS inh,-14.3,1.4&3.6,-0.2,-1.4,-2.7
mcGAS lum,.,.,.,-4.9,.
NPYLR7 ag,1.2,-15.7&-16.7,-1.3,-13.2,4.8

#21 CSc1nc(SCC(N)=O)c2sc3c(c2n1)COC(C)(C)C3
#22 O=S1(=O)CCC(S(=O)(=O)Oc2cccc3cccnc23)CC1
#23 O=C(NCc1ccccn1)C1COC2(CCCCC2)N1C(=O)c1ccc(Cl)c(Cl)c1 (stereo unspecified)
#24 Cc1nccnc1N1CCC(N2CCCC(C(=O)NCc3ccccn3)C2)CC1 (stereo unspecified)
#25 CSCCC(=O)N1CCN(Cc2cc(=O)c(OCc3ccccc3Cl)co2)CC1

assay / compound,21,22,23,24,25
hcGAS inh,-3.3,-4.7,-7.3,-6.2,-5.2
mcGAS lum,.,.,-9.8,-14.5,-6.0
NPYLR7 ag,-15.4,-2.6,-0.4,0.8,0.6

#26 O=C(NCc1ccccn1)c1csc(COc2ccccc2F)n1
#27 CCOCCCN(CC(=O)N(Cc1cccn1Cc1ccccc1)C1CCCCC1)S(=O)(=O)/C=C/c1ccccc1
#28 Cc1nnc(SCc2ccc(C(=O)N3CCCC3)cc2)n1-c1cccc(Cl)c1
#29 Clc1ccc(N=C2SCC3CCCCN23)cc1 (stereo unspecified)
#30 CCN(CC)C(=O)Oc1ccc2c(ccn2Cc2ccccc2-c2ccccc2)c1-c1ccc(OC)c(OC)c1

assay / compound,26,27,28,29,30
hcGAS inh,2.1,-0.7,2.0,-3.2,-0.3
mcGAS lum,1.8,-1.6,-0.1,-9.8,-6.0
NPYLR7 ag,-3.7,-5.7,-1.5,3.9,9.9

#31 O=S(=O)(c1ccccc1)N1CCN(Cc2cccc(Cn3cccn3)c2)CC1
#32 Cc1cc(Br)c(S(=O)(=O)NCc2ccc3c(c2)OCO3)cc1C
#33 O=C(NCc1cccs1)c1n[nH]nc1Nc1cccc(F)c1
#34 CCCCCCn1ncc(O)c(Cl)c1=O
#35 Cc1ccc(C(=O)N=c2sc(C)c(C)n2Cc2ccc(C(=O)O)o2)cc1

assay / compound,31,32,33,34,35
hcGAS inh,-5.2,-4.3,-3.0,-6.7,-6.8
mcGAS lum,-10.6,.,-5.7,.,.
NPYLR7 ag,2.3,5.1,.,6.4,24.5

#36 COc1cc(Cl)cc(C(=O)N2CCCN(C)C3(CCN(C)CC3)C2)c1
#37 Cc1ccc(CN(CCc2ccccc2)C(=O)CN(Cc2ccco2)C(=O)c2ccccc2F)o1
#38 CCCCc1ccc(S(=O)(=O)N2CCN(c3c(CCC(=O)OCC)c(C)nc4ncnn34)CC2)cc1
#39 COC(=O)C(OC(=O)C(C)NC(=O)C(C)(C)C)c1ccccc1 (stereo unspecified)
#40 CCCCSc1nc2c(c(=O)[nH]1)C(c1sccc1C)C(C(=O)OC(C)C)C(C)=N2 (stereo unspecified)

assay / compound,36,37,38,39,40
hcGAS inh,-5.2,6.1,-4.9,-2.5,-4.0
mcGAS lum,-16.4,0.2,-7.4,.,-6.4
NPYLR7 ag,7.6,-7.1,.,7.6,13.0

#41 O=C(c1ccc(CSc2nc3cc(Cl)ccc3o2)cc1)N1C2CCC1CC(Oc1ccc(F)cc1F)C2 (stereo unspecified)
#42 CC(C)n1cncc1CN1CCOC(C(F)(F)F)C1 (stereo unspecified)
#43 Cc1cccc(-c2cccc(CNC(=O)c3ccc(=O)[nH]n3)c2)c1
#44 CCc1cc2c(C)cc(=O)oc2c2c(O)coc12
#45 O=C(CN1CCN(Cc2nc(-c3ccco3)cs2)CC1)N1CCCC1

assay / compound,41,42,43,44,45
hcGAS inh,-10.0,-4.9,-9.8,2.7,-4.4
mcGAS lum,-4.5,.,.,-1.8,-10.3
NPYLR7 ag,0.8,2.7,3.1,1.6,-21.4

#46 O=C1CCC(c2ccc(Cl)cc2)=NN1c1ccc(F)cc1
#47 O=C(c1ccccc1)N1CCN(c2ncnc3c2nnn3Cc2ccccc2)CC1
#48 OCC(Nc1nc(-c2ccccn2)nc2c1CCNC2)c1ccc(F)cc1 (stereo unspecified)
#49 CCNC(=S)N1CCC(C(NC(=O)c2ccccc2C)C(=O)NCCCOC)CC1 (stereo unspecified)
#50 CN(C(=O)CNc1ccccc1OC(F)(F)F)c1ccccc1

assay / compound,46,47,48,49,50
hcGAS inh,-4.3,-8.5,-14.6,-9.6,-3.3
mcGAS lum,.,-8.3,-11.6,-7.2,.
NPYLR7 ag,1.0,-10.0,.,21.2,10.9

#51 Cc1noc(C)c1Cn1c(C)c(C(=O)NCc2cccs2)sc1=O
#52 O=C(c1cccs1)N(CCn1cccn1)c1nc2c(F)cccc2s1
#53 CN(C)S(=O)(=O)N1CCN(C(=O)NCCc2cccc(Cl)c2)CC1
#54 CCCc1cnc(C)nc1N1CCC(c2nnc(CN(C)C)n2CC)CC1
#55 COC(=O)c1cccc2c1OCCN2

assay / compound,51,52,53,54,55
hcGAS inh,-0.3,-6.3,-9.2,-14.7,-5.9
mcGAS lum,.,-10.3,-13.5,-6.1,-10.9
NPYLR7 ag,8.2,-16.8,6.9,.,2.3

#56 CCC(C)OC(=O)C1=C(C)NC2=C(C(=O)CC(c3ccc(OC)cc3)C2)C1c1ccc(O)cc1 (stereo unspecified)
#57 O=C(NCc1ccc2c(c1)OCO2)c1cccnc1N1CCN(C(=O)c2ccco2)CC1
#58 CC1(C(=O)N2Cc3ccccc3C2)CCN1C(=O)Cc1ccccc1 (stereo unspecified)
#59 O=c1c(-c2ccc(F)cc2)coc2c3c(ccc12)OCCO3
#60 N#Cc1c[nH]c(=S)[nH]c1=O

assay / compound,56,57,58,59,60
hcGAS inh,-5.8,4.3,-8.8,-2.4,2.6
mcGAS lum,-5.3,1.0,-4.7,-3.5,.
NPYLR7 ag,15.4,11.5,11.3,6.7,3.1

#61 O=C(Cn1nnn(-c2cccs2)c1=O)Nc1ccc(Cl)cc1
#62 CCc1cc(=O)[nH]c(-n2nc(C)cc2NC(=O)C(C)(C)Oc2ccc(Cl)cc2)n1
#63 c1ccc(OCCCSCc2nc3ccccc3[nH]2)cc1
#64 C=CCn1c(=O)c2c(nc3n2CCN3c2cc(C)cc(C)c2)n(C)c1=O
#65 FC(F)(F)C1CCCN(Cn2nc(Nc3ccccc3)sc2=S)C1 (stereo unspecified)

assay / compound,61,62,63,64,65
hcGAS inh,-14.7,-3.9,-4.3,-7.3,0.1
mcGAS lum,.,-5.1,-3.4,.,-2.5
NPYLR7 ag,4.7,7.8,5.6,19.8,3.0

#66 CCn1nnc2c(SCc3ccc(C(F)(F)F)cc3)ncnc21
#67 Cc1ccc(C(NC(=O)C2CCN(CC(=O)C(C)(C)C)CC2)c2ccccn2)cc1 (stereo unspecified)
#68 COc1ccc(OCC(O)CN2CCC(=O)N(Cc3ccco3)Cc3ccccc32)cc1 (stereo unspecified)
#69 CCO[C@H]1COC[C@@H]1NC1CCN(C(=O)c2ccccc2)CC1
#70 O=C(CSc1nc2c(cnn2CCO)c(=O)[nH]1)Nc1ccccc1F

assay / compound,66,67,68,69,70
hcGAS inh,-5.6,5.3,-3.4,-5.5,-6.7
mcGAS lum,.,0.8,-8.4,.,.
NPYLR7 ag,-0.1,-9.5,-1.5,7.1,5.0

#71 C=CCn1c(=O)c2c(nc3n(-c4ccc(C)c(C)c4)c(C)cn23)n(C)c1=O
#72 COc1ccc(C(=O)N2CCN(C(=O)c3cc4ccoc4n3Cc3cccc(C)c3)CC2C)cc1 (stereo unspecified)
#73 CCCc1cc(C(=O)OCC)nn1C1CCN(S(=O)(=O)c2cccs2)CC1
#74 Cc1cc(CN(C)C(=O)c2csc3nc(-c4cccc(C(F)(F)F)c4)cn23)on1
#75 Brc1ccc(Nc2c3c(nc4nncn24)CCC3)cc1

assay / compound,71,72,73,74,75
hcGAS inh,-2.7,-3.6,0.1,-2.3,-2.5
mcGAS lum,.,-7.8,-1.5,.,.
NPYLR7 ag,-0.5,.,13.2,2.3,0.8

#76 COc1cc(-c2ccnc(N3CCN(C(=O)c4cc(F)ccc4Cl)CC3)n2)cc(OC)c1OC
#77 CCOCCOc1nc(-c2cccc(F)c2)n(-c2ccc(NC(=O)c3cccc(Br)c3)cc2)n1
#78 COc1ccc(-c2n[nH]c(C)c2-c2ccc3c(c2)OCCCO3)c(O)c1
#79 COC(=O)c1cc(-c2cccs2)[nH]n1
#80 COc1cccc(-c2cc(C(=O)N3CCN(C(=O)Nc4ccc(SC)cc4)CC3)c(C)n2-c2ccccc2F)c1

assay / compound,76,77,78,79,80
hcGAS inh,-6.4,-8.4,-4.9,-4.3,-4.2
mcGAS lum,-5.7,-5.1,-6.8,-7.9,-4.9
NPYLR7 ag,16.1,-2.4,-6.2,15.1,8.3

#81 CC(=O)OC(C(=O)N1CCC(c2cn(Cc3cccc(F)c3)c3ccccc23)CC1)c1ccccc1 (stereo unspecified)
#82 O=c1[nH]c(=O)n(CC2CCCO2)c2nccc(-c3cccc4ccccc34)c12 (stereo unspecified)
#83 NC(=O)Cn1c(-c2nnco2)cc2ccccc21
#84 CS(=O)(=O)N(CC(=O)NC1CCCCC1)c1ccc2c3c(cccc13)CC2

assay / compound,81,82,83,84
hcGAS inh,-5.9,-5.1,-4.6,0.4
mcGAS lum,-4.9,-7.0,-8.8,.
NPYLR7 ag,9.0,-5.1,-2.1,9.4

Source: PubChem (Fisher Drug Discovery Resource Center)

Not a hit list; overall some 0.27% were active at least once.
